# NOD2 inhibition: NOD2 signaling inhibitors, cell-based, luminescence, uHTS, HEK293 (AID 1566); HEK293 NOD2/NF-kB luciferase reporter, luminescence; higher % means a stronger effect; inhibition, % at 4 µM; hits with a dose series show EC50 in µM; 290,000 compounds, 0.63% hits; note: many of its hits are not listed in these tables
# KOR beta-arrestin-1: KOR antagonists, beta-arrestin recruitment, cell-based, luminescence, uHTS (AID 1778); 290,000 compounds, 0.091% hits; inhibition, % at 10 µM; hits with a dose series show IC50 in µM; KOR beta-arrestin recruitment, luminescence, antagonist mode; higher % means a stronger effect; Kappa-type opioid receptor (Homo sapiens); note: strong numbers were not always called active
# NOD1 inhibition: NOD1 signaling inhibitors, primary screen, cell-based, luminescence, uHTS (AID 1578); NOD1-driven NF-kB luciferase reporter cells, luminescence; higher % means a stronger effect; inhibition, % at 4 µM, or EC50 in µM where a hit was titrated; 290,000 compounds, 1% hits; in the data active = inhibition mostly above about 36%, no sharp cut-off; inactive = mostly below about 34%;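 note: HEK-293T reporter cells stimulated with the NOD1 agonist gamma-tri-DAP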
# TNAP activators: human TNAP enzyme activators, primary screen, biochemical, luminescent, no phosphate acceptor, uHTS (AID 1001); one-dose activation fold at 20 µM; EC50 in µM for titrated hits; purified TNAP, luminescent activation assay, no phosphate acceptor; higher activation fold means a stronger effect; 200,000 compounds, 0.03% hits; in the data active = activation fold from about 3, or a potency from the dose series; inactive = the rest, 99 in 100 with activation fold below about 1.6; note: many of its hits are not listed in these tables
# XIAP displacement: XIAP antagonists, biochemical, IAP family, fluorescence polarization (AID 1018); E3 ubiquitin-protein ligase XIAP (Homo sapiens); displacement, % at 20 µM; hits with a dose series show IC50 in µM; 200,000 compounds, 0.007% hits; XIAP BIR domain, fluorescence polarization peptide displacement; higher % means a stronger effect; in the data active = displacement above about 50%; note: a part of the inactive calls stands beside numbers as strong as those of hits
# human PMI inhibitors: human PMI inhibitors, high substrate, primary screen, biochemical, fluorescence intensity, high mannose 6-phosphate (AID 1220); inhibition, % at 20 µM; hits with a dose series show IC50 in µM; Mannose-6-phosphate isomerase (Homo sapiens); recombinant PMI enzyme, coupled fluorescence intensity; higher % means a stronger effect; 190,000 compounds, 0.66% hits
# KOR beta-arrestin-2: KOR agonists, beta-arrestin recruitment, primary screen, cell-based, luminescence, uHTS (AID 1777); Kappa-type opioid receptor (Homo sapiens); KOR beta-arrestin recruitment, luminescence; higher % means a stronger effect; activation, % at 10 µM; hits with a dose series show EC50 in µM; 280,000 compounds, 0.02% hits; in the data active = activation above about 50%, passing the limit was not always enough; note: a part of the inactive calls stands beside numbers as strong as those of hits
# LYP phosphatase: inhibitors of LYP phosphatase, biochemical, fluorescence intensity, uHTS (AID 1779) | recombinant LYP phosphatase, fluorescence intensity; higher % means a stronger effect | 290,000 compounds, 0.054% hits | inhibition, % at 11.5 µM, or IC50 in µM where a hit was titrated;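 note: plate controls were vehicle with enzyme for no effect and no enzyme for full effect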
# human PMI inhibition: inhibitors of human PMI, primary screen, biochemical, fluorescence intensity, coupled assay (AID 1209); 190,000 compounds, 0.42% hits; purified PMI enzyme, coupled fluorescence intensity; higher % means a stronger effect; inhibition, % at 20 µM, or IC50 in µM where a hit was titrated; Mannose-6-phosphate isomerase (Homo sapiens);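 note: plate controls were DMSO vehicle for no effect and wells lacking substrate for full effect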
# * = called active by the depositor; · = no result given; [ ] = dose if it differs, or a comment. Cut-off read from the data, not from the text of the source, unless noted: active = inhibition above about 50%; inactive = the rest. Not all compounds are listed; count on the stated rates, not on these rows.
NOD1 inhibition	XIAP displacement	KOR beta-arrestin-2	LYP phosphatase	human PMI inhibitors	NOD2 inhibition	TNAP activators	human PMI inhibition	KOR beta-arrestin-1	compound
-2%	-5.6%	10%	-2%	-8%	17%	1.1	-6%	-12%	CCOC(=O)N1CCC(NC(=O)CCS(=O)(=O)c2ccc3c(c2)CCN3C(C)=O)CC1
5%	-7.1%	4.2µM*	-6%	-12%	8%	1	1%	30%	Cc1cccc(C)c1NC(=O)C1(N(Cc2ccco2)C(=O)c2ccccn2)CCCC1
-21%	-6.8%	0.7%	3%	20%	-2%	1.1	39%	-4%	CC1(C)CC(NNCCC#N)=CC(=[N+]2CCCC2)C1
-20%	-3.9%	-3.6%	-4%	-7%	4%	1.2	-5%	13%	CCOC(=O)C1CCN(CC(=O)NC(=O)NC2CCCCC2)CC1
-15%	-3.1%	-4.1%	-8%	4%	-2%	1.1	6%	-15%	Cc1ccc(C)c(CSc2nnc(-c3cccnc3)o2)c1
-5%	·	-4.2%	-10%	·	24%	·	·	-17%	CC(=O)N1c2ccc(S(=O)(=O)NCC3CCC(C(=O)N(C)Cc4ccccc4)CC3)cc2CC1C (stereo not given)
-16%	-2.3%	-1.3%	4%	9%	-1%	1.1	9%	-15%	CCOC(=O)C1CCN(c2c(N(C)Cc3ccco3)c(=O)c2=O)CC1
-28%	-5.0%	-0.6%	-4%	0%	3%	1.1	-5%	-21%	Cc1cc(C)n2cc(CSc3ccccn3)nc2n1
-32%	-6.0%	38%	-8%	2%	0%	1.1	14%	-14%	O=C(COC(=O)c1ccccc1Nc1ccccc1)NCc1ccccc1Cl
-11%	·	0.8%	-6%	·	2%	·	·	-22%[20 µM]	Cc1cccc(N2C(=O)N3[C@H](c4ccc(Br)cc4)[C@@H]4C(=O)N(C(C)(C)C)C(=O)[C@@H]4[C@]3(Cc3ccc(Cl)cc3)C2=O)c1
20%	-3.2%	3.7%	-12%	10%	14%	1.1	5%	-28%	Cc1ccc(N(CC(N)=O)C2SC(=O)N(Cc3cccc(C(=O)O)c3)C2=O)cc1 (stereo not given)
-14%	-1.1%	-0.1%	-5%	-5%	4%	1.1	-3%	-14%	Cc1ccc2c(c1)C1OCCC1C1N2C(=O)C2C(C(=O)O)C3C=CC21O3 (stereo not given)
-6%	·	4.0%	1%	·	16%	·	·	-19%	CCOC(=O)c1cc(-c2csc(-c3ccc(C(F)(F)F)cc3)n2)on1
-14%	-6.1%	1.0%	4%	14%	-23%	1.1	11%	11%	Cc1csc(NC(=O)c2ccc(S(=O)(=O)N(C)c3ccccc3)cc2)n1
5%	2.1%	4.2%	-5%	-6%	12%	1.1	0%	1%	CN(C)C(=O)c1cn(-c2ccccc2)c(=O)c2ccccc12
-17%	-7.4%	2.3%	-2%	6%	10%	1	0%	-11%	Nc1cc(Oc2cccnc2)cc([N+](=O)[O-])c1
-7%	-3.9%	5.2%	1%	-3%	28%	1.1	6%	-15%	O=C(NCCC(c1ccccc1)c1ccccc1)c1cnc2sccn2c1=O
-14%	-2.8%	-0.7%	-3%	-10%	24%	1.5	0%	-45%[20 µM]	O=C(NNC(=O)c1cccc(Br)c1)Nc1ccc(Cl)cc1
-4%	·	0.0%	-11%	·	2%	·	·	-10%	COC(=O)c1sc(NC(=O)c2c(-c3ccccc3)noc2C)nc1C
8%	·	4.5%	2%	·	15%	·	·	-17%	S=c1[nH]nc(-c2cc(-c3ccccc3)n[nH]2)n1/N=C/c1c(Cl)cccc1Cl
-25%	-6.4%	1.5%	1%	12%	-9%	1.1	45%	25%	c1csc(-c2nn3c(Cn4cnc5ccccc54)nnc3s2)c1
-41%	1.0%	3.4%	8%	4%	-15%	1	6%	7%	COc1ccc(C(=O)COC(=O)C2CCN(S(=O)(=O)c3cccc4cccnc34)CC2)cc1
1%	-3.1%	23%	-8%	12%	-174%	1.1	14%	-9%	COc1ccc(-c2cn3c4c(sc3n2)CCCC4)cc1
-3%	-10%	-0.9%	-7%	14%	11%	1.1	8%	3%	COC(=O)CSc1nnc(CNC(=O)c2ccc(S(=O)(=O)N(C)C)cc2)n1C
-6%	-4.8%	-3.3%	-7%	4%	10%	1.2	1%	-10%	COc1cc(OC)cc(C(=O)Nc2ncc3c(n2)CC(C)CC3=O)c1 (stereo not given)
-11%	3.8%	-1.8%	4%	17%	-13%	1.1	20%	12%	CC1=CC(C)(C)N2C(=O)C3(SCC(=O)N3c3ccc(O)cc3)c3cc(C)cc1c32 (stereo not given)
-15%	·	0.4%	-6%	·	3%	·	·	-36%[20 µM]	Cc1cc(OC(=O)c2ccc(C(F)(F)F)cc2)c([N+](=O)[O-])c(=O)[nH]1
-12%	2.8%	1.3%	-5%	6%	3%	1.1	-3%	27%	COc1ccc(C)cc1NC(=O)c1cc2ccccc2o1
-31%	-1.8%	-6.7%	-6%	-22%	-71%	1.5	3%	21%	C/C(=N\NC(=O)c1c[nH]c2ccccc12)c1ccccn1
-8%	-3.2%	12%	-3%	4%	4%	1.2	0%	-23%	Cn1c(=O)[nH]c(=O)c2c1nc(NCCCn1ccnc1)n2CCOc1ccccc1

# Ordered by SMILES length (lowest first): some entries from above.
NOD1 inhibition	XIAP displacement	KOR beta-arrestin-2	LYP phosphatase	human PMI inhibitors	NOD2 inhibition	TNAP activators	human PMI inhibition	KOR beta-arrestin-1	compound
1%	-3.1%	23%	-8%	12%	-174%	1.1	14%	-9%	COc1ccc(-c2cn3c4c(sc3n2)CCCC4)cc1
-32%	-6.0%	38%	-8%	2%	0%	1.1	14%	-14%	O=C(COC(=O)c1ccccc1Nc1ccccc1)NCc1ccccc1Cl
-16%	-2.3%	-1.3%	4%	9%	-1%	1.1	9%	-15%	CCOC(=O)C1CCN(c2c(N(C)Cc3ccco3)c(=O)c2=O)CC1
-11%	3.8%	-1.8%	4%	17%	-13%	1.1	20%	12%	CC1=CC(C)(C)N2C(=O)C3(SCC(=O)N3c3ccc(O)cc3)c3cc(C)cc1c32 (stereo not given)

# KOR beta-arrestin-2: hit marks shown above
NOD1 inhibition	XIAP displacement	KOR beta-arrestin-2	LYP phosphatase	human PMI inhibitors	NOD2 inhibition	TNAP activators	human PMI inhibition	KOR beta-arrestin-1	compound
5%	-7.1%	4.2µM*	-6%	-12%	8%	1	1%	30%	Cc1cccc(C)c1NC(=O)C1(N(Cc2ccco2)C(=O)c2ccccn2)CCCC1

# Carrying on.
NOD1 inhibition	XIAP displacement	KOR beta-arrestin-2	LYP phosphatase	human PMI inhibitors	NOD2 inhibition	TNAP activators	human PMI inhibition	KOR beta-arrestin-1	compound
2%	·	1.7%	-2%	·	-6%	·	·	-3%	CCOC(=O)c1cc(-c2ccc(OC)cc2)nn1-c1ccccc1C(=O)O
-24%	-2.2%	-3.5%	-2%	7%	6%	1.1	2%	-8%	O=C(Cc1c[nH]c2ccccc12)NCc1ccco1
-26%	-6.8%	-1.4%	-3%	9%	-10%	1.1	17%	3%	N#Cc1nc(Cc2cccc3ccccc23)oc1NCCCn1ccnc1
6%	·	0.9%	-11%	·	-4%	·	·	-23%	Cc1cccc(NC(=O)CCN2CC(C)CC(C)C2)c1 (stereo not given)
-10%	·	-1.0%	8%	·	-118%	·	·	-5%	O=C(O)c1ccc(N/N=C/c2cn(Cc3ccccc3F)c3ccccc23)cc1
4%	-2.5%	-0.6%	-5%	0%	-80%	1.1	-4%	-21%	O=c1oc(Nc2cccc(F)c2)nc2ccccc12
-5%	·	-0.2%	-8%	·	17%	·	·	-26%	CS(=O)(=O)c1ccc(C(=O)N2CC(=O)Nc3ccccc32)cc1
-15%	·	1.6%	-1%	·	-7%	·	·	11%	Cc1ccc(NC(=O)COc2ncnc3cc([N+](=O)[O-])ccc23)cc1S(=O)(=O)N1CCOCC1
-17%	-8.8%	-2.6%	-2%	24%	15%	1.1	10%	2%	CC(C)Cn1c(N)c(C(=O)COC(=O)c2ccc([N+](=O)[O-])o2)c(=O)n(C)c1=O
-2%	-4.6%	0.5%	-6%	-2%	-32%	1.1	5%	·	O=C(COC(=O)c1cc(S(=O)(=O)N2CCOCC2)ccc1O)NCC1CCCO1 (stereo not given)
-24%	-6.5%	-1.6%	-9%	8%	-3%	1.1	-16%	12%	COc1cccc(CN2CCNC(=O)C2CC(=O)NCc2cn3ccccc3n2)c1OC (stereo not given)
-2%	-6.1%	-2.6%	-1%	-8%	-7%	0.8	-2%	5%	CCOc1ccc(-c2[nH]nc3c2C(c2cccnc2)C(C#N)=C(N)O3)cc1 (stereo not given)
4%	·	-0.1%	-1%	·	17%	·	·	17%	Cc1onc2c(=O)n(-c3ccccc3)nc(-c3ccccc3)c12
8%	-4.2%	-2.7%	4%	10%	5%	1.1	17%	20%	CCOC(=O)c1c(NC(=O)C2=C(C)NC(=S)NC2c2ccc(F)cc2F)sc(C)c1C (stereo not given)
15%	-2.2%	1.0%	1%	16%	0%	1.1	18%	-41%	COc1ccccc1-n1nnnc1SCc1cc2c(cc1Br)OCO2
-8%	·	-2.6%	-9%	·	17%	·	·	8%	O=C(Cn1ccc2cc(S(=O)(=O)N3CCCC3)ccc21)NCc1ccccc1
-8%	·	0.6%	-6%	·	-3%	·	·	-2%	COc1ccc(NC(=O)CSc2nc(-c3ccco3)nc3cc(=O)[nH]n23)cc1Cl
10%	-7.5%	-2.2%	-5%	-9%	-8%	1	-9%	3%	CCO[C@@H]1OC(C(=O)O)=C[C@H](c2ccc(C(F)(F)F)cc2)[C@H]1CCCO
-6%	-4.3%	4.1%	1%	-3%	6%	1	-2%	·	CCCN1C(=O)/C(=C/c2nc3ccccc3c(=O)[nH]2)c2ccccc21
-21%	·	3.3%	-10%	·	2%	·	·	-1%	NC(=O)c1ccc(NC(=O)CSc2cn(CC(=O)N3CCOCC3)c3ccccc23)cc1
-46%	·	-4.8%	-6%	·	-15%	·	·	5%	CCCCc1ccc(NC(=S)N2CCCC2)cc1
-36%	·	1.8%	-8%	·	0%	·	·	0%	CCC1CCCCN1C(=O)COc1ccc(N(C)S(=O)(=O)c2ccc(C)cc2)cc1 (stereo not given)
-10%	-3.7%	-4.1%	0%	7%	-6%	1	6%	-1%	COc1ccccc1NC(=O)N1CCN(c2ccc3nncn3n2)CC1
·	-21%	3.0%	-3%	12%	1%	1.2	7%	-22%	CC(C)C(=O)Nc1ccc(C(=O)NNC(=O)CCCOc2ccc(Cl)cc2Cl)cc1
-19%	·	4.2%	-4%	·	2%	·	·	-11%	Cc1ccc(N(Cc2ccccc2)C(=O)CN2C(=O)NC3(CCCC3)C2=O)cc1
-1%	-0.8%	-3.5%	0%	2%	-28%	1.2	1%	27%	CCOC(=O)C(=O)N1CCC(C(=O)OC)CC1
-34%	-4.5%	2.4%	-5%	3%	10%	1.1	6%	35%	Cc1nn(Cc2ccccc2Cl)c2sc(C(=O)NC(C)(C)C)cc12
-15%	0.0%	2.4%	-4%	-4%	4%	1.1	-7%	16%	CC(C(=O)N1CCN(c2ccccc2)CC1)N1C(=O)C2CC=CCC2C1=O (stereo not given)
10%	-9.3%	-12%	-3%	-5%	16%	1.1	-5%	10%	CCOc1ccc(C(=O)NC(C(=O)NCc2ccccn2)C(C)C)cc1 (stereo not given)
-44%	-1.6%	-2.3%	-3%	5%	-5%	1.1	-3%	5%	CC(C)(C)c1cc[n+](-c2nc([O-])sc2C=O)cc1
-2%	-5.1%	19%	-1%	11%	15%	1	14%	-10%	O=C(OCC(=O)N(C1CCCCC1)C1CCCCC1)c1cnccn1
